NLRP3 yeast inh: blocks the NALP3 inflammasome reconstituted in yeast; Yeast reconstituted NLRP3/ASC/caspase-1, beta-gal luminescence, 24 h; inhibition, % at 10 µM; 330,000 tested, 0.39% active; AID 2825;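 active = inhibition of 50% or more; inactive = inhibition below 50%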;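 also: plate controls were induced DMSO wells for no effect and uninduced yeast grown without galactose for full effect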
SENP1 FRET inh: SENP1 (human) catalytic domain inhibition. recombinant SENP1 catalytic domain, CyPet-SUMO1-YPet FRET cleavage. inhibition, % at 10 µM. 360,000 tested, 0.21% active. AID 624204;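 active = inhibition at least 30% at 10 µM, raw YFP signal under a set limit, fluorescence ratio 0.5 to 1.5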;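 also: 0% = enzyme with DMSO and 100% = no enzyme wells; some results filed as inactive read as strong as hits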
Target sequence (Q9P0U3 419-644 limits assumed): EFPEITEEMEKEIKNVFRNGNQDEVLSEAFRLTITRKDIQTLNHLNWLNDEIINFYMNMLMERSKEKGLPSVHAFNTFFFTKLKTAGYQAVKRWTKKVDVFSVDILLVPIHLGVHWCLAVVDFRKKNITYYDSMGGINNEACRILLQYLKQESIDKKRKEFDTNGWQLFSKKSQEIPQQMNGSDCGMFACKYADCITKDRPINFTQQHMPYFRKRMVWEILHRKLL
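Test system: hSENP1 catalytic domain, recombinant; Amount: 20 pM final SENP1 enzyme; Medium: Tris pH 8 buffer plus EDTA, NaCl, BME, BSA, NP40, catalase; Schedule: 50 min enzyme reaction, room temperature, light-protected; Technique: FRET fluorescence in CFP and YFP emission channels; Controls: no-enzyme wells low, DMSO-plus-enzyme wells high control.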
Apaf-1 inh: inhibitors of human Apaf-1 apoptosome | O14727 | reconstituted apoptosome caspase-3 activity, DEVD-Rh110 fluorescence | inhibition, % at 20 µM | 330,000 tested, 0.71% active; active = inhibition of at least 40% at 20 µM;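 also: plate controls were DMSO wells for no effect and DEVD-CHO caspase inhibitor wells for full effect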
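Material: reconstituted apoptosome with Apaf-1, cytochrome c, caspase-9, procaspase-3, dATP. Technique: Rh110 fluorescence intensity. Buffer or medium: pH 7.5 Hepes buffer with CHAPS, BSA, DTT. Times: 30 min plus 50 min, RT.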
SENP7 block: SENP7 protease inhibition. Q9BQF6. 330,000 tested, 1.5% active. recombinant SENP7, Z-RLRGG-aminoluciferin luminescence, 40 min. AID 434973. inhibition, % at 5 µM;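 active = inhibition above about 50% at the single test dose, limit read from the data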;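 also: plate controls were DMSO with enzyme for no effect and no enzyme buffer wells for full effect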
PfGluPho inh: PfG6PD (Plasmodium falciparum) enzyme inhibition; PfGluPho enzyme, NADPH resazurin-diaphorase fluorescence; inhibition, % at 20 µM; 350,000 tested, 0.78% active;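 active = inhibition reaching at least a set limit at 20 µM in the primary screen, cut at about 59% in these data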;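 also: 0% = DMSO wells with substrate and 100% = DMSO wells lacking glucose-6-phosphate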
SENP8 block-1: inhibitors of human SENP8 protease; Q96LD8; purified SENP8, Z-RLRGG-aminoluciferin cleavage, luminescence; inhibition, % at 10 µM; 330,000 tested, 1.2% active; AID 2540; in the data active = inhibition above about 50%
Target sequence (Q96LD8 whole entry, looked up): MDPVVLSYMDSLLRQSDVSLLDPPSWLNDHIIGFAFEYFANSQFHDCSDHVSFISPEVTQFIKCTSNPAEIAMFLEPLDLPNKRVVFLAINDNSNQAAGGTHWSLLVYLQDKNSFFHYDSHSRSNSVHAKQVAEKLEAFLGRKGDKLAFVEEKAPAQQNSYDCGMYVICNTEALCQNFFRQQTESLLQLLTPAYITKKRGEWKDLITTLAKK
SENP8 block-2: inhibitors of human SENP8 protease. AID 602440. Q96LD8. recombinant SENP8, Nedd8 substrate fluorescence. inhibition, % at 20 µM. 360,000 tested, 0.64% active; in the data active = inhibition mostly above about 40%, no sharp cut-off; inactive = mostly below about 27%
SENP6 inh: inhibitors of human SENP6 protease. Q9GZR1. 330,000 tested, 1.8% active. Recombinant SENP6 catalytic domain, aminoluciferin luminescence. inhibition, % at 10 µM. AID 2599;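 active = inhibition above about 50% at the single tested dose, limit read from the data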;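 also: plate controls were DMSO wells with enzyme for no effect and DMSO wells lacking enzyme for full effect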
Target sequence (Q9GZR1 628-1112 limits assumed): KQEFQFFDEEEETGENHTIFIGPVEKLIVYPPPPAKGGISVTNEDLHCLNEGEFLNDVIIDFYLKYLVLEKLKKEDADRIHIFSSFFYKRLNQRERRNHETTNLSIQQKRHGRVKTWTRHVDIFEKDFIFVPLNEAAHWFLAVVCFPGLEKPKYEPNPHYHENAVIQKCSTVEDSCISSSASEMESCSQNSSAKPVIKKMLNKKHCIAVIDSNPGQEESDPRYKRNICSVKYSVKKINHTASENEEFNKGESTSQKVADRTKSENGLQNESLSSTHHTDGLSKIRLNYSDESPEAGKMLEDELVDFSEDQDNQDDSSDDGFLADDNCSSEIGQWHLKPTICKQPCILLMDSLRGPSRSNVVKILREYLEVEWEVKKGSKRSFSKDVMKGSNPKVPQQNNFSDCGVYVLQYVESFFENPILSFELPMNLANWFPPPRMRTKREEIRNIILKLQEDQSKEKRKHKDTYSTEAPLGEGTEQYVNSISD
HKDC1 inhibitor: inhibitors of human hexokinase HKDC1; Q2TB90; recombinant HKDC1, G6PDH/diaphorase resazurin coupled fluorescence; inhibition, % at 20 µM; 340,000 tested, 0.16% active;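 active = inhibition above about 35% when tested at 20 µM, limit read from the data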;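 also: plate controls were DMSO wells with enzyme for no effect and DMSO wells lacking enzyme for full effect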
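Test system: recombinant HKDC1 (HK5) hexokinase enzyme, produced in-house; Amount: enzyme 5 µg/mL final; Buffer or medium: Tris pH 8.0 buffer with MgCl2, Tween-20, BSA, BME; Reagent: glucose and ATP substrates; Doses: 20 µM test compound, 1% DMSO; Incubation: 90 min reaction incubation at room temperature, dark; Detection: resorufin fluorescence at 613 nm.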
* hit, by the source's call; · = not tested or not shown. Rows were taken by chance; overall some 4.1% were active at least once.

SMILES	NLRP3 yeast inh	SENP1 FRET inh	Apaf-1 inh	SENP7 block	PfGluPho inh	SENP8 block-1	SENP8 block-2	SENP6 inh	HKDC1 inhibitor
CCOC(=O)CSc1ccc(S(=O)(=O)N2CCCC2)cc1[N+](=O)[O-]	17.2	0.0	-3.0	-5.2	1.0	-3.7	7.5	-5.1	-2.0
Cc1ccc(N2C(=O)CC(N3CCN(C4CCc5ccccc5C4)CC3)C2=O)cc1 (stereo not given)	23.2	-0.3	-5.7	-1.8	-28.7	1.8	15.7	1.3	-2.8
COCCNC(=O)CN(c1ccc(F)cc1)S(=O)(=O)c1ccc2c(c1)OCCO2	3.0	0.6	6.1	3.9	-11.7	-2.6	8.9	-9.6	-6.3
COc1ccc(Nc2ncnc3sc(-c4ccccc4)cc23)cc1	23.2	-20.7	12.5	3.5	20.9	0.9	-275.7	17.7	-3.4
Cc1cccc(NC(=O)CCCN=C2NS(=O)(=O)c3ccccc32)c1C	9.0	-0.2	-9.3	5.9	-11.2	-6.4	14.1	2.1	-3.4
COc1cccc(-c2noc(C3CCCN(C(=O)c4ccccc4OC)C3)n2)c1 (stereo not given)	9.7	1.1	-4.0	14.6	3.7	2.1	15.9	38.4	-4.8
Cc1cc(NC(=O)CSc2nc(C(C)C)nc3sc(C)c(C)c23)no1	16.1	2.2	-0.5	1.2	-16.8	-4.5	9.0	-28.9	-8.2
CCN(CC)C(=O)C1CC(=O)OC1(C)C (stereo not given)	9.7	0.2	-32.0	-2.0	4.4	1.0	7.8	-10.2	-3.1
O=C(c1ccc(NC2=NC3CS(=O)(=O)CC3S2)cc1)N1CCN(C(=O)c2ccco2)CC1 (stereo not given)	13.6	0.3	-12.0	-2.8	-5.3	-8.5	12.3	-2.3	-2.1
COc1cc(CNC(C)(C)CO)ccc1OCC(=O)Nc1ccc(Br)cc1	-4.8	-1.4	0.1	13.5	-16.4	0.4	3.8	7.3	-3.6
C=CCNC(=O)CN(Cc1ccccc1)S(=O)(=O)c1ccc(C)cc1	18.8	0.0	11.2	-5.1	8.9	-7.0	23.1	-0.9	-8.3
CCOc1ccc(-n2c(=O)c3sccc3n(CC(=O)NCCc3ccc(OC)c(OC)c3)c2=O)cc1	-6.2	-1.4	-19.1	-2.8	-5.9	-0.6	10.3	-8.0	-6.4
COCCCn1c(C(=O)NCCN2CCOCC2)cc2c(=O)n3cccc(C)c3nc21	1.8	-37.8	-3.3	6.1	15.9	-0.4	-395.4	-1.5	-4.3
CCCCS(=O)(=O)CC(COc1ccccc1)OC(=O)c1ccccc1 (stereo not given)	4.5	0.9	16.8	9.3	5.9	4.2	14.1	10.3	0.5
COc1ccc(CCNC(=O)CCOc2ccc(C(C)(C)C)cc2)cc1OC	24.4	2.1	6.6	-6.7	12.1	-0.8	2.5	-20.3	2.7
CCOc1ccc(NC(=S)NNC(=O)c2ccc(Br)cc2)cc1	1.8	0.7	0.6	-4.6	-26.0	3.6	-0.6	9.4	-1.4
CCCN(CCC)Cc1c(C(=O)N/N=C/CCc2ccccc2)nnn1-c1nonc1N	-0.6	-0.1	22.2	6.7	14.5	-3.2	0.2	5.3	0.9
FC(F)(F)c1nnc2ccc(-n3ccnc3)nn12	8.6	-2.6	-0.1	8.1	-2.4	-10.8	10.9	-8.0	0.9
O=C(NN1C(=O)C2C3c4ccccc4C(c4ccccc43)C2C1=O)c1ccccc1 (stereo not given)	22.9	2.9	6.0	0.9	-11.2	-1.7	9.1	-6.8	8.4
CCOC(=O)C1CCN(C/C=C/c2ccccc2OC)CC1	-9.8	0.0	-19.7	7.7	7.9	-0.1	11.6	7.1	-8.1
Cc1ccc(C(=O)Nc2nc(C)c(C)s2)o1	18.3	-0.6	0.5	78.6*	-3.1	58.3*	-49.1	74.0*	5.2
CC(C)C1=CC2=CCC3C(C)(C(=O)O)CCCC3(C)C2CC1 (stereo not given) (tested in a mixture with another compound)	15.2	·	16.3	5.4	·	-13.9	·	4.5	·
CCc1ccc(NC(=O)NCc2ccccn2)cc1	7.5	2.5	6.8	4.6	3.8	-11.5	9.1	-8.6	-7.5
CN(C(=O)c1nn(C)c2c1CSc1ccccc1-2)c1ccc(F)cc1	9.2	2.9	17.9	4.5	11.5	4.8	11.7	0.6	-1.2
CCN1CCCc2cc(CN(CCN3CCOCC3)C(=S)Nc3ccc(OC)c(OC)c3)ccc21	12.6	-4.0	5.7	2.1	-5.1	-6.8	19.0	-14.8	-2.3
CCOC(=O)CC(NS(=O)(=O)c1ccc(OC)c(OC)c1)c1cccc([N+](=O)[O-])c1 (stereo not given)	-0.1	0.1	11.1	3.4	-6.5	4.6	25.5	11.1	-4.7
O=C(CCn1c(=O)sc2ccccc21)NCc1cccs1	-6.8	2.8	-21.3	1.3	5.5	1.3	0.3	-5.1	-8.0
Cc1cc(C(=O)Nc2cnc3ccccc3c2)ccc1[N+](=O)[O-]	15.4	1.0	4.5	9.1	12.1	-27.9	20.8	-18.0	-6.6
CCCCNC(=O)c1onc(CSc2cccc3ccccc23)c1C(=O)O	0.6	1.0	0.9	-1.5	2.9	-5.7	2.5	-12.7	4.9
C[C@H](CO)N1C[C@H](C)[C@@H](CN(C)C(=O)Nc2ccc3c(c2)OCO3)Oc2c(NC(=O)c3ccncc3)cccc2C1=O	5.1	-0.4	0.6	-9.8	21.3	-1.2	10.4	16.6	-1.7
Cc1ccc(S(=O)(=O)Nc2ccc(O)c3ccccc23)c(C)c1	·	1.2	·	·	39.6	·	24.6	·	51.8*
COc1ccc(Cl)cc1NC(=O)c1noc(C)c1[N+](=O)[O-]	27.9	-0.6	-7.7	12.2	4.0	4.7	9.7	1.2	-5.8
CNc1sc(C(=O)c2cccs2)c(N)c1-c1nc2ccccc2s1	44.0	-23.4	5.8	12.1	-65.6	17.3	-51.1	12.4	-8.3
CC1CCCCN1S(=O)(=O)c1csc(C(N)=O)c1 (stereo not given)	2.4	0.4	-5.6	4.7	-14.1	4.0	-2.9	20.3	-2.8
Cc1ccc(S(=O)(=O)N2CCC(C(=O)NCC3CCCCC3)CC2)cc1	15.9	0.3	0.4	1.1	-3.0	14.4	12.8	7.5	-5.1
CC(C)C(NS(=O)(=O)c1ccccc1)C(=O)N1CCN(C(=O)c2ccco2)CC1 (stereo not given)	2.9	1.9	-11.5	-2.0	-2.1	-8.1	7.1	12.0	-3.7
Cc1c(OCC(=O)NCC(O)c2ccccc2)ccc2c3c(c(=O)oc12)CCC3 (stereo not given)	13.9	0.3	8.3	-0.5	7.0	-0.5	-24.3	-10.1	6.7
c1cncc(-c2nnc(C3CCCCC3)o2)c1	3.8	-0.2	-11.9	7.9	-5.9	-1.9	19.1	10.6	-7.8
CCOC(=O)c1c(NC(=O)c2c(Br)cnn2CC)sc(C)c1C	20.2	-2.0	12.9	-1.4	0.4	0.2	-43.0	-2.0	4.4
COc1ccc(-c2[nH]ncc2CN2CCC(N3CCSCC3)CC2)cc1F	15.5	1.3	4.2	-1.6	-2.5	-2.6	13.4	-7.8	-7.7
CN(C)N1C(N)=C(C#N)C(c2cccs2)C2=C1CC(C)(C)CC2=O (stereo not given)	-11.0	4.7	2.3	-9.8	-1.0	-3.8	-7.2	0.9	-8.3
CCCCc1nnc2c(N(C)S(=O)(=O)c3ccc(C)cc3)nc3ccccc3n12	7.9	-0.9	3.0	-2.9	-10.0	-5.5	31.2	2.6	-6.8
Fc1ccc(N2CN(Cc3cccnc3)CNC2=S)cc1	15.0	1.4	-22.8	-1.8	9.1	-0.7	13.4	-5.5	-1.4
Cc1cccc(NC(=O)Cn2cc(C(=O)C3CC3)c3ccccc32)c1C	24.9	1.9	10.1	9.0	-4.0	5.6	14.0	4.7	-4.3
COC(=O)c1cc(OC)cc(O)c1C(=O)c1c(O)cc(C)cc1O	12.8	1.2	-7.7	10.8	19.3	-11.9	29.3	-6.5	-1.6
O=C(CSc1nnc(CNC(=O)c2c(F)cccc2F)o1)Nc1ccc2c(c1)OCO2	11.8	2.6	-7.1	-4.1	6.6	7.3	1.2	10.8	2.4
Cc1nnc(C)c2c(C)n(-c3ccccc3)c(C)c12	-3.0	-15.7	16.2	5.7	16.0	-3.1	-130.5	20.8	4.0
CC1(c2ccc(OC(F)F)cc2)NC(=O)N(CC(=O)Nc2ccc(N3CCCCC3)cc2)C1=O (stereo not given)	10.2	0.1	53.2*	13.3	14.3	-6.1	7.9	-16.9	-2.9
CC(C)(C)c1ccc(OCC(=O)NNC(=S)NC(=O)c2ccco2)c(Br)c1	42.8	-0.6	17.5	-4.7	-46.0	-11.8	5.4	-19.7	-13.5
Cc1cc(N(C)Cc2ccccc2)nc(-c2ccccc2)n1	-12.2	-1.8	13.9	-1.6	-11.9	-3.6	16.9	-5.5	3.7
COc1cc(C(=O)OC2CC3CCC2(C)C3(C)C)ccc1OC(C)=O (stereo not given)	3.3	0.8	8.4	-3.8	2.7	-7.1	61.5*	2.0	3.2
Cn1c(=O)[nH]c(=O)c2c1nc(SCCN1CCOCC1)n2Cc1ccccc1	17.5	0.4	-10.1	-6.6	4.5	5.5	22.7	-11.9	-4.6
COCCNC(=O)c1nn2cccnc2c1Cl	-10.1	0.0	-15.9	-0.6	-12.2	1.6	-0.2	-7.8	0.0
CC(NC(=O)c1cccs1)C(=O)NC1=NCCS1 (stereo not given)	22.8	0.0	-18.8	-2.9	-10.3	-2.3	13.8	-10.4	-8.6
CCC(C)(C)NC(=O)C(c1ccc(OC)cc1)N(Cc1cccs1)C(=O)CCC(=O)Nc1cc(C)on1 (stereo not given)	11.9	2.7	12.0	0.9	8.2	0.6	18.8	5.9	-2.0
CCOC(=O)C(NC(=O)CC)(Nc1ccc(S(=O)(=O)Nc2ncccn2)cc1)C(F)(F)F (stereo not given)	-9.8	-0.2	5.0	7.9	-5.1	-0.4	23.8	7.1	2.0

Among those listed so far, these have a furan ring, fused or not:
SMILES	NLRP3 yeast inh	SENP1 FRET inh	Apaf-1 inh	SENP7 block	PfGluPho inh	SENP8 block-1	SENP8 block-2	SENP6 inh	HKDC1 inhibitor
O=C(c1ccc(NC2=NC3CS(=O)(=O)CC3S2)cc1)N1CCN(C(=O)c2ccco2)CC1 (stereo not given)	13.6	0.3	-12.0	-2.8	-5.3	-8.5	12.3	-2.3	-2.1
Cc1ccc(C(=O)Nc2nc(C)c(C)s2)o1	18.3	-0.6	0.5	78.6*	-3.1	58.3*	-49.1	74.0*	5.2
CC(C)C(NS(=O)(=O)c1ccccc1)C(=O)N1CCN(C(=O)c2ccco2)CC1 (stereo not given)	2.9	1.9	-11.5	-2.0	-2.1	-8.1	7.1	12.0	-3.7
CC(C)(C)c1ccc(OCC(=O)NNC(=S)NC(=O)c2ccco2)c(Br)c1	42.8	-0.6	17.5	-4.7	-46.0	-11.8	5.4	-19.7	-13.5

Compound activity (PubChem)
